Source: PubChem
PAX8 reporter – PAX8 transcriptional activity inhibition; RMG-I TPO-luciferase reporter, SteadyGlo, 24 h; inhibition, % at 12.6 µM; 360,000 compounds, 1.2% hits; AID 652154;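 active means mean replicate inhibition at least 60% with every replicate also reaching 60%; inconclusive means only one of the two criteria is met; inactive means mean below 60% and not all replicates reaching 60%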;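 further: luciferase light reporting Pax8 driven TPO promoter activity; plate controls were median of neutral control wells for no effect and mitoxantrone controls for full effect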
ARNT-TACC3 inh – disruptors of human ARNT/TACC3 interaction; inhibition, % at 9.99 µM; AlphaScreen His-ARNT PAS-B/GST-TACC3 binding, luminescence; TACC3 fragment carries E629A point mutation; AID 623870; 390,000 compounds, 0.66% hits; Q9Y6A5;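 active means mean inhibition of replicates at least 50% and at least half of replicates each reaching 50%; inconclusive means half or more replicates reach 50% but mean below 50%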;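 further: 0% = complete ARNT plus TACC3 wells and 100% = ARNT alone without TACC3; many hits fall short of the cut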
Cneo AK release – Cryptococcus neoformans lysis via adenylate kinase release; C. neoformans lysis, adenylate kinase release luminescence, 4 h; normalised: neutral wells 0, clomiphene wells 100; lysis activity, % at 15 µM; 360,000 compounds, 0.2% hits; AID 651654;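 active means mean lysis activity across replicates of at least 80%, whatever share of replicates individually reach that level; inactive means mean lysis activity below 80%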
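Schedule: static 4 h at 37 °C with compound, 1 h detection; system: C. neoformans cells; benchmarks: Clomiphene as positive control; buffer or medium: fresh YPD medium; measure: luminescence rise reflecting yeast cell lysis; measured by: luminescent adenylate kinase detection reagent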
LGR2 antag – blocks bursicon-induced cAMP signaling via Drosophila LGR2; inhibition, % at 9.99 µM; 380,000 compounds, 0.35% hits; HEK293 LGR2, CRE-luciferase, bursicon-stimulated, 4 h;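 active means drop in luminescence signal, shown as inhibition above about 50% in the replicate tests, limit read from the data, passing the limit was not always enough; inconclusive means probably only some replicates passing the limit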;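 further: agonist challenge used bursicon conditioned medium at about half maximal strength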
INS-1E GSIS act – GLuc luminescence reporter in INS-1E cells, primary screen for activators of glucose-dependent secretion of insulin; INS-1E GLuc reporter insulin secretion, 2-3 h; activation, % at 16.6 µM; 370,000 compounds, 0.61% hits;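 active means lowest replicate activation of at least 40%, so every replicate reaches that level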;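 further: 0% = median of neutral control wells and 100% = median of IBMX positive control wells; some compounds called inactive have numbers as strong as hits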
PGC1a acetyl inh – lowers PGC1a acetylation signal in U2OS cells; AlphaScreen anti-acetyl-lysine; with virally co-expressed GCN5 acetyltransferase; inhibition, % at 15.6 µM; 350,000 compounds, 0.17% hits;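 active means every replicate shows inhibition of at least 40%; inconclusive means mean inhibition at least 40% but some replicate below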;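 further: 0% = neutral control wells and 100% = positive control wells; some results beyond the cut were filed as inactive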
Statin myotox sup – protects C2C12 myotubes from simvastatin toxicity; AID 602340; rescue of ATP level, % at 7.49 µM; ATP luminescence, 48 h; scaled: DMSO 0, geranylgeraniol control 100; 330,000 compounds, 0.78% hits;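 active means mean ATP rescue above about 67%, or every replicate alone reaching that limit, limit read from the data, passing the limit was not always enough; inconclusive means no clear call, values can overlap the other calls; inactive means mean under the limit and some replicate under it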;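 further: myotubes were challenged with 10 µM simvastatin during compound exposure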
PglD inh – PglD (C. jejuni) enzyme inhibition. purified PglD enzyme, DTNB colorimetric CoA detection. inhibition, % at 12.5 µM. 360,000 compounds, 0.098% hits. AID 602405; in the data active means inhibition above about 16%, passing the limit was not always enough; inconclusive means no clear call, values can overlap the other calls; further: strong numbers were not always called active
Numbers without * were called inactive; u = inconclusive; x = not tested or not shown; & = joins results of further samples.

SMILES | PAX8 reporter | ARNT-TACC3 inh | Cneo AK release | LGR2 antag | INS-1E GSIS act | PGC1a acetyl inh | Statin myotox sup | PglD inh
CCOC(=O)CSC1=C(C#N)C(c2ccccc2Cl)C(C(=O)OC)C(=O)N1 (stereo not given) | 2 | 1 | 2 | x | x | x | 0 | 2
CCNC(=O)C1(C)CCCN(C(=O)c2cc(OC)ccc2Br)C1 (stereo not given) | -19 | x | 0 | x | -5 | 2 | -4 | 0
C[C@@H]1CN([C@H](C)CO)C(=O)Cc2cc(NS(=O)(=O)c3cccs3)ccc2O[C@@H]1CN(C)Cc1ccc(C(=O)Nc2ccccc2N)cc1 | 20 | x | x | -19 | 15 | -9 | x | x
COc1ccc2oc(C(=O)NCCc3ccccc3)c(C)c2c1 | 15 | -4 | -10 | u | 2 | -36 | -16 | 2
C[C@@H](NC(=O)C[C@@H]1C=C[C@@H](NC(=O)CN2CCOCC2)[C@@H](CO)O1)c1ccccc1 | 6 | 3 | 26 | -21 | 1 | 0 | 18 | 2
Cc1cc(C)cc(NC(=S)NC2CC3CCCC(C2)N3C2CCCC2)c1 (stereo not given) | -7 | 6 | x | 1 | 12 | -6 | x | x
Cc1ccc(S(=O)(=O)Nc2ccc3c(c2)CC(=O)N([C@H](C)CO)C[C@@H](C)[C@@H](CN(C)CC2CCCCC2)O3)cc1 | x | 4 | 7 | x | x | 5 | 34 | -2
c1ccc(-c2nc(N3CCCCCC3)c3ccccc3n2)nc1 | x | 76* | 10 | x | x | 9 | -18 | 11
CCOC(=O)c1sc2nc[nH]c(=O)c2c1C | x | 4 | -2 | x | x | 3 | 58 | -10
Cn1c(=O)c(Sc2ccc(Cl)cc2)c(O)c2ccccc21 | -6 | -9 | 0 | 2 | 9 | x | x | 2
CSC(=NS(=O)(=O)c1ccc(C)cc1)SC | -26 | -3 | -3 | x | x | -9 | 8 | -3
COc1ccc(OCC(=O)Nc2cc(-c3nn4c(C)nnc4s3)ccc2C)cc1 | 11 | x | 2 | -5 | -1 | 9 | -5 | 1
COc1ccc(-c2[nH]ncc2CN2CCN(C(=O)c3ccco3)CC2)cc1F | 5 | 8 | 3 | 11 | -12 | x | 3 | 5
COc1ccc(NC(=O)Nc2cccc3c2O[C@@H](CN(C)S(C)(=O)=O)[C@@H](C)CN([C@@H](C)CO)C3=O)cc1 | x | 1 | -12 | 12 | 16 | 3 | x | -7
C=CCn1c(SCc2nc3cc(C(=O)OC)ccc3c(=O)[nH]2)nc2sc(CC)cc2c1=O | -9 | -3 | 3 | 5 | x | 1 | x | -1
Nc1nonc1OCCc1ccccc1 | x | 1 | -1 | -13 | -10 | -14 | 1 | 7
CCOC(=O)c1sc(NC(=O)CSc2n[nH]c(CC)n2)nc1C | 1 | -40 | x | -25 | 2 | x | x | x
O=C1CCC/C=C/C[C@H](CC(=O)N(CCO)Cc2ccccc2)C(=O)N[C@@H](Cc2ccccc2)CO1 | -14 | 1 | 0 | -2 | -19 | 11 | -1 | 1
COc1ccc(-n2nnnc2SCC(=O)Nc2nnc(C)s2)cc1 | -9 | -1 | 0 | x | -2 | 8 | 2 | -1
CC(O)[C@H]1CC[C@H]2[C@@H]3CC[C@H]4C[C@@H](O)CC[C@]4(C)[C@H]3C(=O)C[C@]12C (stereo not given in full) | -5 | 3 | -2 | 2 | 6 | 3 | 19 | 1
CCCC#Cc1ccc([C@H]2[C@@H](CO)N3C(=O)CN(C(=O)NC4CCCC4)C[C@@H]23)cc1 | -2 | x | x | -6 | -2 | -16 | x | x
COc1nc(N(C)C)nc(N(C)c2cc(Cl)cc(Cl)c2)n1 | -9 | -6 | 1 | 2 | 10 | x | -10 | -2
Cc1nn(CC(=O)NCc2cccc3ccccc23)c(=O)c2ccccc12 | -25 | -1 | 0 | x | -10 | -14 | 9 | 1
CC1CCN(C(=O)CSc2nnc(CNc3ccc(F)cc3)n2Cc2ccco2)CC1 | x | 0 | 0 | x | x | 3 | x | 2
Cc1nc2ccc(C(=O)Nc3ccc(N(C)C)cc3)cc2s1 | -11 | -4 | x | -43 | -14 | 4 | x | x
COc1ccc(C(=O)Nc2cccc(S(=O)(=O)NC3=NCCC3)c2)cc1OC | -1 | x | x | 8 | 24 | 0 | 3 | x
COc1ccc(C(=O)/C=C/C(=O)N(Cc2ccccc2OC)C(C(=O)NC2CCCCC2)c2ccncc2)c(O)c1 (stereo not given) | 9 | 7 | x | 1 | -23 | x | x | x
O=C(CNC(=O)c1ccco1)OCC(=O)c1ccc2ccccc2c1 | -21 | -3 | 6 | x | -2 | -8 | 2 | 1
C[C@@H]1CN([C@@H](C)CO)C(=O)c2cc(NC(=O)Nc3ccc(F)cc3)ccc2O[C@@H](C)CCCCO[C@@H]1CN(C)C(=O)NC1CCCCC1 | 24 | 4 | 1 | 8 | 6 | 22 | x | 1
Nc1ccc(C2CCCc3nonc32)c2nonc12 (stereo not given) | x | 1 | 2 | x | 10 | -18 | x | -3
CCN1C(=O)S/C(=C/c2c(OCc3ccc(C(=O)O)cc3)ccc3ccccc23)C1=O | x | 3 | -1 | 15 | -13 | -7 | x | 8
C[C@@H]1CN([C@H](C)CO)C(=O)c2cc(NC(=O)Cc3ccccc3)ccc2O[C@@H](C)CCCCO[C@@H]1CN(C)C(=O)NC1CCCCC1 | x | -4 | 2 | 1 | -27 | 2 | x | -2
Cc1noc(C(=O)Nc2ccc(F)cc2F)c1Cl | -18 | -1 | -1 | -16 | -3 | 5 | -1 | 0
CC(=O)c1cnc(SCCN2C(=O)c3ccccc3C2=O)nc1C | -26 | -5 | 0 | x | x | -1 | -5 | x
CS(=O)c1nc(-c2ccc(Br)cc2)cc(-c2ccccc2)c1C#N (stereo not given) | x | -4 | 4 | 97* | -2 | 91* | -4 | -4
Cc1ccccc1Oc1ccc2c(c1)[C@@H]1C[C@H](N(C)C(=O)c3ccc(C#N)cc3)[C@H]([C@H](C)O)C(=O)N1CC2 | 10 | 5 | 0 | -13 | -28 | 5 | -11 | -5
COc1cccc(CNC(=O)C2CCC(=O)N(CC3CCCCC3)C2)c1OC (stereo not given) | 10 | -21 | 0 | 1 | -8 | -10 | 9 | 0
Fc1ccc(N2CCN(C3CCC(c4ccccc4)CC3)CC2)cc1 (stereo not given) | -35 | -40 | 0 | -4 | -11 | 3 | -1 | 0
COc1cc2c(cc1OC)[C@@H]1Cc3cc4c(cc3[C@H](C2)N1C)OCO4 | 8 | -7 | 3 | 3 | 11 | 5 | 0 | 0
COc1ccccc1S(=O)(=O)N(C)C[C@H]1OCc2cnnn2CCCC(=O)N([C@@H](C)CO)C[C@@H]1C | 2&-39 | -6 | -2&15 | -3&-8 | 13&15 | -7 | 9&-2 | -2&5

The list goes on, starting with the last 3 of the part before.
SMILES | PAX8 reporter | ARNT-TACC3 inh | Cneo AK release | LGR2 antag | INS-1E GSIS act | PGC1a acetyl inh | Statin myotox sup | PglD inh
Fc1ccc(N2CCN(C3CCC(c4ccccc4)CC3)CC2)cc1 (stereo not given) | -35 | -40 | 0 | -4 | -11 | 3 | -1 | 0
COc1cc2c(cc1OC)[C@@H]1Cc3cc4c(cc3[C@H](C2)N1C)OCO4 | 8 | -7 | 3 | 3 | 11 | 5 | 0 | 0
COc1ccccc1S(=O)(=O)N(C)C[C@H]1OCc2cnnn2CCCC(=O)N([C@@H](C)CO)C[C@@H]1C | 2&-39 | -6 | -2&15 | -3&-8 | 13&15 | -7 | 9&-2 | -2&5
Cc1nc2nc(SCC(=O)NCCCN3CCOCC3)nn2c(C)c1Cc1ccccc1 | 4 | -2 | 0 | 2 | 17 | 3 | 4 | 0
C[C@H](CO)N1C[C@H](C)[C@H](CN(C)CC2CCCCC2)Oc2ccc(NS(=O)(=O)c3cn(C)cn3)cc2CC1=O | 1 | -2 | 1 | 10 | 12 | 4 | -5 | -6
O=C1C=C(N(CCO)Cc2ccccc2)c2ccccc2C1=O | x | 20 | 0 | x | x | 1 | -18 | -1
C[C@@H]1CN([C@H](C)CO)C(=O)c2cc(-c3ccccc3F)cnc2O[C@@H]1CN(C)C(=O)c1cnccn1 | -3 | 2 | -12 | 4 | 16 | 1 | -8 | 3
O=C(Nc1cccc(F)c1)c1cccnc1N1CCOCC1 | x | -1 | x | 5 | 4 | 4 | 9 | 2
CCc1cc(C(=O)N(CC)CC(=O)Nc2c(F)cccc2F)sc1C | 2 | x | 0 | -16 | -9 | 16 | -1 | 5
CC(C)NC[C@H]1[C@H](c2ccc(C3=CCCCC3)cc2)[C@@H](CO)N1C(=O)NC(C)C | 14 | 13 | 7 | -14 | -18 | -32 | -1 | -1
COc1ccccc1CC(=O)Nc1ccc([N+](=O)[O-])cc1O | u | 5 | x | 1 | -1 | x | x | x
COc1cc(NC(=S)N2CCN(S(C)(=O)=O)CC2)cc(OC)c1 | -8 | -1 | -1 | 1 | 3 | x | 10 | -2
CC(=O)NCCNC(=O)C1Cc2c(-c3ccccc3Oc3ccccc3)ccnc2O1 (stereo not given) | -5 | x | 0 | 20 | x | x | 1 | -3
CN(C)S(=O)(=O)c1cccc(NC(=O)CCCC2CCCCC2)c1 | -43 | -17 | 2 | -30 | -40 | -5 | x | -4
COc1ccc(NC(=S)NCCCN2CCCC2)cc1 | -8 | 0 | 1 | -35 | 34 | -8 | -5 | -1
CC(C)c1ccc(N(CC(=O)NC2CCCC2)C(=O)CCC(=O)Nc2nccs2)cc1 | 0 | x | -1 | 2 | 1 | x | -1 | 1
COc1ccc(CCNC(=O)c2cc(=O)c3cc(C)ccc3o2)cc1OC | 6 | -9 | -1 | -16 | -58 | 5 | -4 | 3
Cn1cccc1C(=O)OCC(=O)c1c[nH]c2ccccc12 | -241 | -1 | x | -86 | -14 | x | x | x
O=Cc1cn[nH]c1-c1ccccc1 | 7 | -2 | x | 4 | -2 | 2 | x | x
Cc1cc(C)nc(N2CCC(C(=O)NNC(=O)Cc3ccccc3)CC2)n1 | 15 | 0 | 0 | 18 | -8 | 3 | -11 | -1
Cc1ccc(N/N=C/c2ccc(N3CCOCC3)cc2)cc1C | x | 1 | -2 | x | x | -13 | x | 3
O=C(O)CC(NC(=O)Nc1ccccc1)c1ccc(OC2CCCC2)cc1 (stereo not given) | 4 | -15 | x | -5 | 3 | 13 | x | x
Fc1ccc(Cn2nnnc2C(c2ccc(Cl)cc2)N2CCSCC2)cc1 (stereo not given) | 9 | 1 | 1 | x | -27 | -8 | x | -2
CCOC(=O)c1sc2nccc(N(C)C)c2c1N=CNOC | x | -5 | x | -10 | 6 | 10 | x | x
CC1(C(=O)NCc2ccc(F)c(F)c2)Cc2c(-c3ccc4c(c3)OCO4)ccnc2O1 (stereo not given) | 29 | x | -2 | -10 | -44 | -44 | -34 | -2
Cc1nc(-c2ccc(Cl)cc2)sc1C1(C)CC(c2cccc(F)c2)=NO1 (stereo not given) | -36 | 0 | 1 | -42 | 19 | x | 12 | 1
COc1cccc(CN2[C@@H]3CN(C(=O)c4cccnc4)c4ccccc4[C@@H]3[C@@H]2CO)c1 | 16 | -3 | 46 | 4 | 9 | -14 | -7 | -3
CC(C)(C)NC(=O)CN(C(=O)C(=O)Nc1ccc2c(c1)OCCO2)C1CCCC1 | -11 | 1 | 3 | 1 | 8 | -2 | 6 | 3
